Compound activity deposited in PubChem by Sanford-Burnham Center for Chemical Genomics.
H9c2 TAG inh – inhibitors of triacylglycerol accumulation | inhibition, % at 12.5 µM | H9c2 cells, Nile Red lipid (TAG) fluorescence; cells loaded with 200 µM oleic acid | AID 651582 | actives 0.66% (n = 230,000);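 active = pattern-corrected inhibition of lipid staining of at least 50% with the nuclear-stain viability signal not falling by more than 50%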;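 note: 0% = DMSO wells and 100% = triacsin C control wells; some results filed as inactive read as strong as hits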
H9c2 TAG inh DAPI viability – recorded beside H9c2 TAG inh, whose call it bears; DAPI nuclei signal change (viability), lower = more cytotoxic, %;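 whole-well DAPI fluorescence read on a plate reader as a viability signal; minus 50 percent equals half of cells still viable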
Starred values were filed as active, the others as inactive. Some of the compounds tested; the hit share may differ from the screen's.

A first look, six compounds:
SMILES	H9c2 TAG inh	H9c2 TAG inh DAPI viability
NC(=S)c1cc2cc(Cl)ccc2oc1=O	-2	2
C[C@H]1CN([C@@H](C)CO)C(=O)Cc2cc(NS(=O)(=O)c3cccs3)ccc2O[C@H]1CN(C)S(=O)(=O)c1cn(C)cn1	-42	5
COc1ccccc1CNC(=O)Cn1c(=O)oc2cc(S(=O)(=O)N3CCCC3)ccc21	-8	3
CCOc1ccc(C(=O)COC(=O)Cc2n[nH]c(=O)c3ccccc23)cc1	42	-28
CS(=O)(=O)Nc1ccccc1C(=O)OCC(=O)N1CCC(c2ccccc2)=N1	-4	-1
O=C(NC1CCCCC1)C1CCCN(S(=O)(=O)c2cnc[nH]2)C1 (centres undefined)	4	3

The whole of this part, from the start:
SMILES	H9c2 TAG inh	H9c2 TAG inh DAPI viability
NC(=S)c1cc2cc(Cl)ccc2oc1=O	-2	2
C[C@H]1CN([C@@H](C)CO)C(=O)Cc2cc(NS(=O)(=O)c3cccs3)ccc2O[C@H]1CN(C)S(=O)(=O)c1cn(C)cn1	-42	5
COc1ccccc1CNC(=O)Cn1c(=O)oc2cc(S(=O)(=O)N3CCCC3)ccc21	-8	3
CCOc1ccc(C(=O)COC(=O)Cc2n[nH]c(=O)c3ccccc23)cc1	42	-28
CS(=O)(=O)Nc1ccccc1C(=O)OCC(=O)N1CCC(c2ccccc2)=N1	-4	-1
O=C(NC1CCCCC1)C1CCCN(S(=O)(=O)c2cnc[nH]2)C1 (centres undefined)	4	3
CCOC(=O)c1[nH]c2ccccc2c1NC(=O)NC1CCCCC1	21	-7
Nc1c(Cl)cc(C2=NCCn3nc4cc(C(F)(F)F)ccc4c32)cc1Cl	-3	-1
O=C(O)c1cc(-c2ccc(/C=N/N3C(=O)C4C5C=CC(CC5)C4C3=O)o2)ccc1Cl (centres undefined)	0	9
CCOc1ccc(S(=O)(=O)NCCC(=O)NCC(c2ccc(OC)cc2)N2CCOCC2)cc1 (centres undefined)	-21	-6
COc1ccc(Oc2ccc(C(F)(F)F)cc2NC(=O)c2ccc(F)cc2)cc1	5	-5
CCOc1ccc(-c2nc(C#N)c(N3CCN(Cc4ccccc4)CC3)o2)cc1	-6	7
Cc1cccc(OCCCn2c(=O)sc3ccccc32)c1	3	-7
O=C(CCCN1C(=O)CCC1=O)Nc1ccc2c(c1)OCCO2	18	2
O=C(COC(=O)c1ccccc1O)NCc1ccc2c(c1)OCO2	-6	0
Cc1cc(C)c(C)c(OCC(=O)O/N=C(\N)c2ccccn2)c1	-17	6
CC(=O)Oc1c(S(=O)(=O)c2ccc(C)cc2)c(C)nn1-c1ccccc1	3	-2
CCCCCC1(C)NC(=S)N(c2ccccc2)N1 (centres undefined)	-1	0
CCOC(=O)C1=C(C)N=c2s/c(=C/c3cccc([N+](=O)[O-])c3O)c(=O)n2C1c1ccc(OC)cc1OC (centres undefined)	10	-13
CCOC(=O)C1C2C=CC(CC2)N1c1ccccc1 (centres undefined)	-32	10
CCN1CCN(CCCNC(=O)C2CCN(c3nnc(-n4c(C)ccc4C)s3)CC2)CC1	19	-6
COc1ccc(C(C[N+](=O)[O-])c2c(-c3ccccc3)cc3ccccn23)cc1OC (centres undefined)	-15	13
Cc1cccc(S(=O)(=O)N(C)C[C@@H]2OCc3cnnn3CCCC(=O)N([C@H](C)CO)C[C@@H]2C)c1	2	-1
CCOC(=O)C(=NCC1CCCO1)NNc1ccccc1Cl (centres undefined)	-11	3
COc1ccc(-c2c(C)n([O-])c3c([n+]2=O)CCCC3)cc1	-4	2
O=C(CCC(=O)Nc1ccc(Oc2ccccc2)cc1)NCCO	-4	-6
O=C1CC[C@H](O)CCN1[C@H](CSc1ccccc1)Cc1ccccc1	-21	1
Cc1ccc(S(=O)(=O)N2CCN(C(=O)COC(=O)c3ccc(C(C)(C)C)cc3)CC2)c(C)c1	11	-7
CCn1nnnc1SCC(=O)Nc1cc(C)on1	0	-1
CCc1ccc(Oc2ncnc(N)c2[N+](=O)[O-])cc1	2	-11

Single entries from the list:
CCOC(=O)C(=NCC1CCCO1)NNc1ccccc1Cl (centres undefined) in H9c2 TAG inh has -11
O=C(O)c1cc(-c2ccc(/C=N/N3C(=O)C4C5C=CC(CC5)C4C3=O)o2)ccc1Cl (centres undefined) in H9c2 TAG inh has 0

Looked up by compound from the entries so far, four records:
SMILES	H9c2 TAG inh	H9c2 TAG inh DAPI viability
Cc1cccc(S(=O)(=O)N(C)C[C@@H]2OCc3cnnn3CCCC(=O)N([C@H](C)CO)C[C@@H]2C)c1	2	-1
Cc1ccc(S(=O)(=O)N2CCN(C(=O)COC(=O)c3ccc(C(C)(C)C)cc3)CC2)c(C)c1	11	-7
CCOC(=O)C1=C(C)N=c2s/c(=C/c3cccc([N+](=O)[O-])c3O)c(=O)n2C1c1ccc(OC)cc1OC (centres undefined)	10	-13
CCOC(=O)C1C2C=CC(CC2)N1c1ccccc1 (centres undefined)	-32	10

Later entries:
SMILES	H9c2 TAG inh	H9c2 TAG inh DAPI viability
CC1CCCN(C(=O)CN(c2ccccc2)S(=O)(=O)c2ccc(F)cc2)C1 (centres undefined)	-32	7
COc1cc(C2C3=C(CC(c4ccco4)CC3=O)Nc3ccccc3N2C(C)=O)cc(OC)c1OC (centres undefined)	4	-5
Cc1cc(C)c2c(-n3cccc3)c(C(=O)NNS(=O)(=O)c3ccc(Cl)cc3)sc2n1	-17	23
COc1cc2nc(NC(=O)c3ccccc3)[nH]c(=O)c2cc1OC	15	-9
CC1(C(=O)NS(=O)(=O)Cc2ccccc2)CCN1C(=O)Cc1ccccc1 (centres undefined)	5	2
O=C(NCc1ccccc1)C(=O)Nc1nccs1	-15	14
Cc1cccc(Nc2nc(N)nc(CN3CCN(c4ccc(F)cc4)CC3)n2)c1	5	-1
COc1ccccc1NC(=O)c1ccc2nc(C)sc2c1	-10	-7
CSCCC(NC(=O)c1cccc(S(=O)(=O)N2CCOCC2)c1)c1nc2ccccc2[nH]1 (centres undefined)	14	-2
Cc1cccc(C(C)C)c1NC(=O)c1ccc(COc2ccc3c(C)cc(=O)oc3c2)cc1	-5	-5
COCCN(CCOC)C(=O)C1CCN(c2ccc(S(=O)(=O)N3CCOCC3)cc2[N+](=O)[O-])CC1	7	0
N=c1oc2ccc(Br)cc2cc1C(=O)NC1CCCCCC1	5	15
Cc1cc(NC(=O)CN2CCc3ccccc3C2)nc2c1c(=O)oc1ccccc12	8	-1
CC(C)[C@H](NC(=O)c1cccc(CN(Cc2ccccc2)C(=O)/C=C/c2ccccc2)c1)C(=O)O	1	0
CC(=O)Nc1ccc(S(=O)(=O)NCCc2ccc(S(N)(=O)=O)cc2)cc1	-2	0
CC(C)(C)c1cnnn1-c1ccc(C(=O)CCl)cc1	-13	13
N#CC1=C(N)Oc2n[nH]c(-c3ccccc3)c2C12C(=O)Nc1ccccc12 (centres undefined)	2	0
Cc1cc(=O)[nH]c(SCC(=O)NCC2CCCO2)n1 (centres undefined)	0	3
COc1ccccc1/C=C/C=N/n1c(-c2ccccn2)n[nH]c1=S	4	-3
O=C(CN1CCN(S(=O)(=O)c2ccc(Br)s2)CC1)N1CCCCC1	11	1
Clc1cncc(Cl)c1N/N=C/c1ccccc1	-14	0
CC(C)(C)OC(=O)NCCCCC1=CC2=CC(=O)C(C)(O)C(=O)C2=CO1 (centres undefined)	-4	-5
CC1(C)NC(=O)N(CC(=O)OCC(=O)Nc2cccc(S(N)(=O)=O)c2)C1=O	-2	-1
O=C(NCC(=O)N1CCN(C(c2ccccc2)c2ccccc2)CC1)c1ccc(Br)o1	1	5
CC1(c2ccc(Cl)cc2Cl)NC(=O)N(CC(=O)Nc2ccc3[nH]c(=O)[nH]c3c2)C1=O (centres undefined)	14	-1
COc1cccc(CNS(=O)(=O)c2ccc3c(c2)CCN3C(=O)C2CC2)c1	8	-5
CC1=C(C(=O)N2CCOCC2)CC(CC(=O)NC2CCCCC2)C(=O)N1Cc1ccc(C(C)(C)C)cc1 (centres undefined)	-2	-9
CCOC(=O)Nc1ccc(S(=O)(=O)Nc2onc(C)c2C)cc1	1	5
CCOC(=O)c1c2ccc(OCC(=O)NN)cc2n2ccccc12	-2	74
CC1(C(=O)NC2CCc3ccccc32)CCN1CCc1ccccc1 (centres undefined)	-15	-6

The list goes on, starting with the last 2 of the part before.
SMILES	H9c2 TAG inh	H9c2 TAG inh DAPI viability
CCOC(=O)c1c2ccc(OCC(=O)NN)cc2n2ccccc12	-2	74
CC1(C(=O)NC2CCc3ccccc32)CCN1CCc1ccccc1 (centres undefined)	-15	-6
CCN(Cc1ccc(Br)s1)C(=O)CSc1nnc(C2CC2)n1C1CC1	10	-4
COc1ccc(C)cc1N(C)C(=O)c1coc(=O)c2ccccc12	-18	10
CC1(C(=O)NS(=O)(=O)c2cccc(F)c2)CCN1C(=O)Cc1ccccc1 (centres undefined)	15	-9
CCCCOP(=O)(OCCCC)C1(C)CC(=O)CC(C)(C)C1 (centres undefined)	-7	5
CC(C)C[C@@H]1NC(=O)N(CCN2CCOCC2)C1=O	6	-2
Cc1cccc(NC(=O)CSc2ncnc3c2oc2ccccc23)c1	16	2
COc1ccc(-c2nc(CN3CCN(c4cc(C)nc(C)c4)CC3)c(C)o2)c2ccccc12	22	71
O=C(CCNS(=O)(=O)c1ccc(Br)cc1)NCCCSc1ccccc1	-1	2
COC(=O)Cc1ccc(OC2(C)CCN(Cc3ccc(-c4ccccn4)cc3)C2)cc1 (centres undefined)	-7	3
CCc1ccc(N2CC(C(=O)NCC(C)(C)N3CCOCC3)CC2=O)cc1 (centres undefined)	-6	-1
O=C(Cn1cncn1)N/N=C/c1cccc(Cl)c1	-2	-1
Cc1cc(C)cc(OCC(=O)Nc2ccccc2N2CCCCC2)c1	-51	-3
COc1ccc(Cl)cc1NC(=O)CN(C)C(=O)Cc1ccc(-c2ccccc2)cc1	23	3
COc1ccc(NC(=O)C(Cc2ccccc2)n2cccc2)cc1 (centres undefined)	-4	7
CN(Cc1nc2ccccc2c(=O)[nH]1)Cc1nc2ccsc2c(=O)[nH]1	7	-4
Cn1c(N)c(-c2nc3cccnc3n2C)sc1=S	9	20
Cc1ccc(S(=O)(=O)N2CCC(C(=O)Nc3ccccc3N3CCCC3)CC2)cc1	4	-1
Cc1cccc(C)c1NC(=O)CN	1	-1
Cc1cc(C)c(OCCNC(=O)c2ccccc2Sc2ccccc2C#N)c(C)c1	4	-9
CCOc1ccc(CC(=O)Nc2cccc(-c3ccc4nnc(C)n4n3)c2)cc1	3	10
O=C(Nc1cc(C(F)(F)F)ccc1N1CCOCC1)C1CCCO1 (centres undefined)	-5	-1
CCCCS(=O)(=O)CC(COc1ccccc1)OC(=O)c1ccccc1 (centres undefined)	2	-14
Fc1cccc(CCN2C(=S)NC[C@@H]2CC2CCCCC2)c1	0	-8
COc1cccc(CC(NC(C)=O)C(=O)NC2CCN(S(=O)(=O)c3ccc(C)cc3)CC2)c1OC (centres undefined)	-4	-10
CC1CN(C(=O)CN2C(=O)NC3(CCCC3)C2=O)C(=Nc2cccc(S(=O)(=O)N(C)C)c2)S1 (centres undefined)	8	0
COC(=O)c1ccc2nc(-c3ccc4c(c3)OCO4)cn2c1	-3	12
O=C1C(CCS(=O)c2ccccc2)C(=O)N(c2ccccc2)N1c1ccccc1 (centres undefined)	-2	3
CC1Sc2ccc(C(=O)OCc3ccccc3Cl)cc2NC1=O (centres undefined)	-4	1
COc1ccc(Cl)cc1NC(=O)CN(C)C(=O)Cn1cnnn1	-3	0
CCCC(=O)Nc1c(-c2ccccc2OC)c(=O)c2ccccc2n1C	5	4
C[C@H](NC(=O)c1ccccc1)C(=O)Nc1nc(-c2ccccn2)cs1	-2	7
CCOc1ccc(S(=O)(=O)Nc2cc(NS(=O)(=O)c3ccc(OCC)cc3)cc(C(=O)O)c2)cc1	14	-9
CCCS(=O)(=O)NC(=O)C1(C)CCCN(C(=O)c2cc(C(C)(C)C)nn2C)C1 (centres undefined)	-3	-4
N#CC1=C(N)Oc2c(ccc3cccnc23)C1c1cccnc1 (centres undefined)	13	-11
COc1ccc(NC(=O)Nc2ccc3c(c2)C(=O)N([C@H](C)CO)C[C@H](C)[C@@H](CN(C)C(=O)NC2CCCCC2)O3)cc1	-5	8
COc1cc(NS(=O)(=O)c2ccc(F)cc2)c(OC)cc1NC(C)=O	0	0
COc1ccc(/C=N/NC(=O)c2ccn[nH]2)cc1CN1CCOCC1	1	-2
CN1CCN(c2nc(Nc3ccccc3)nc(N)c2[N+](=O)[O-])CC1	19	-4
CC(C)NC(=O)CN1C(=O)C(=O)c2ccccc21	14	-13
CCc1cccc(CC)c1-n1c(SCC(=O)N2CCc3ccccc3C2)nnc1-c1cccnc1	13	1
O=[N+]([O-])c1ccc(N2CCCC2)cc1NCc1ccccc1	-3	6
CCCCCCCNC(=O)C1(CC2CC(c3cccc(Br)c3)=NO2)CCN(C(=O)Cc2ccc(F)cc2)CC1 (centres undefined)	34	-14
CCOC(OCC)P(=O)(c1ccccc1)c1ccccc1	-20	26
O=C(c1cccs1)N1CCN(C(=O)c2ccco2)c2ccccc2C1	7	-1
CS(=O)(=O)N(CC(=O)NCCSCc1ccccc1Cl)c1ccccc1F	-10	5
Clc1ccc(-c2nc3ccccn3c2CN2CCSCC2)cc1	-13	5
CCCCNS(=O)(=O)c1ccc(OC)cc1	-15	5
